ALOX12 inh = blocks human arachidonate 12S-lipoxygenase; P18054; purified 12hLO, xylenol orange hydroperoxide absorbance; Potency, µM (top dose mostly 108 µM), without a hit: top-dose activity change, negative = inhibition, usual class: inhibitors; 580,000 tested, 1.1% active; also: % is scaled to controls: 0 for no effect and ±100 for the full control effect
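Purified human 12hLO at 150 nM in 25 mM Hepes, 0.01% Triton X-100, pH 7.0, preincubated 15 min at room temperature with compound. Reaction started with 40 uM arachidonic acid, 30 min at room temperature. Hydroperoxide measured by Fe-xylenol orange, 573/405 nm absorbance ratio.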
USP1 inh = blocks the human USP1/UAF1 deubiquitinase complex | 390,000 tested, 0.23% active | Potency, µM (doses to about 57.1 µM), without a hit: at the top dose activity change, negative = inhibition, hits mostly inhibitors | recombinant USP1/UAF1, Ub-Rhodamine cleavage fluorescence | AID 743255; also: % is scaled to controls: 0 for no effect and ±100 for the full control effect; nearly all actives have a fitted effect of over 60% in size; inactives centre near -12
Target sequence (O94782 whole entry, looked up): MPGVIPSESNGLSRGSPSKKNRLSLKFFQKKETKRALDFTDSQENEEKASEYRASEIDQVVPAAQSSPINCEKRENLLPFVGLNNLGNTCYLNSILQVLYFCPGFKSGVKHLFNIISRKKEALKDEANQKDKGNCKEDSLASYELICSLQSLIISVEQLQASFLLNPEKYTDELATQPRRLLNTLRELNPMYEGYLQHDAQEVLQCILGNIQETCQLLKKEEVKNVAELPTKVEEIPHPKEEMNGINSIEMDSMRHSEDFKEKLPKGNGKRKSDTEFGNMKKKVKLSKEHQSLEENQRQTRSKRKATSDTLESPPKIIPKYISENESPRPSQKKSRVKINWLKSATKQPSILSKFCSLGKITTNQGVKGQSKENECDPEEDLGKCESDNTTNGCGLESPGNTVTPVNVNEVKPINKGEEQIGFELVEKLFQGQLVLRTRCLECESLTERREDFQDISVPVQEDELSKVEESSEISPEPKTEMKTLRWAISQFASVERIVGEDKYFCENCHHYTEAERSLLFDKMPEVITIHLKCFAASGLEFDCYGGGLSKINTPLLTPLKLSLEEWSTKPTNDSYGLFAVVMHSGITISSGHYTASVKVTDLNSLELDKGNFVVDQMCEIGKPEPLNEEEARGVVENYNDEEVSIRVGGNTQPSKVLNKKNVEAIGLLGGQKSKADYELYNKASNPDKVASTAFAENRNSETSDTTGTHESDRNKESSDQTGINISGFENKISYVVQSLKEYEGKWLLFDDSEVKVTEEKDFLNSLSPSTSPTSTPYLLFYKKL
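1 nM enzyme complex + cpd, 15 min RT; start with Ub-Rho 150nM final; kinetic fluorescence ex 480/em 540, 6 reads q60 s. Buffer 50mM HEPES pH 7.8, 0.5mM EDTA, 0.1 mg/ml BSA, 1mM TCEP, 0.01% Tween-20.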
RXFP1 ag = agonists of human relaxin receptor RXFP1 | Potency, µM (series often up to 57.5 µM), for inactives: at the top dose activation, most hits filed as activators | HEK293T-RXFP1 cAMP TR-FRET, 30 min; response scale: percent of porcine relaxin response, buffer zero | Q9HBX9 | 370,000 tested, 0.3% active; also: % is scaled to controls: 0 for no effect and ±100 for the full control effect; nearly all actives have a fitted effect of over 60% in size; many of its hits are not listed in these tables
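HEK293T cells stably expressing RXFP1 were pretreated with the PDE4 inhibitor Ro 20174, exposed to compounds for 30 min at 37C, lysed, and cAMP was read by TR-FRET. Data normalized to buffer (basal) and 29 nM porcine relaxin (100%).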
RGS4 inh = blocks human RGS4-accelerated GTP hydrolysis | P49798 | Potency, µM (doses to about 114 µM), for the others: at the highest dose activity change, negative = inhibition, most hits filed as inhibitors | AID 504845 | 390,000 tested, 0.039% active | Transcreener GDP fluorescence polarization, RGS4-accelerated GTP hydrolysis; also: % is scaled to controls: 0 for no effect and ±100 for the full control effect; nearly all actives have a fitted effect of over 75% in size; some results filed as inactive show a strong effect at the top dose
Target sequence (P49798 whole entry, looked up): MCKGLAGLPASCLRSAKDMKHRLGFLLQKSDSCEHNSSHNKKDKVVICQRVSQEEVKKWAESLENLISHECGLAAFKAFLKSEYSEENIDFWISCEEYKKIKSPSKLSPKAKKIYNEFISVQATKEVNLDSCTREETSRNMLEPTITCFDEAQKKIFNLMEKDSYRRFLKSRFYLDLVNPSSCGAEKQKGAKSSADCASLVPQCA
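MLSMR compounds (23 nl, pin-transferred) preincubated 10 min at room temperature with a 500nM (2x) first reagent, then RGS4 at 900nM (2x) plus Transcreener GDP mix added; fluorescence polarization (620/688 nm) read before and after 90 min at 30 °C.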
Vif-A3G inh = Vif-A3G binding inhibition; Q9HC16; HeLa A3G-eYFP + Vif (tagged APOBEC3G with the HIV-1 protein that degrades it), YFP fluorescence, overnight; Potency, µM (doses to about 46.1 µM), for the others: at the highest dose activity, negative = active, hits mostly inhibitors; 410,000 tested, 0.076% active; AID 602310;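 also: % is scaled to controls: 0 for no effect and ±100 for the full control effect; nearly all actives have a fitted effect of over 60% in size; hits raise eYFP signal because A3G escapes Vif-driven loss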
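HeLa cells stably expressing Vif and C-terminally eYFP-tagged A3G, seeded overnight at 37 deg C, then exposed to compound by pintool overnight at 37 deg C. Rise in yellow fluorescence (Ex 488/Em 500-530, Acumen) marks blocked Vif-driven A3G degradation.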
TrxR1 substrate = substrates of rat thioredoxin reductase 1; purified TrxR1 substrate turnover, NADPH consumption readout; Potency, µM (doses to about 114 µM), for inactives: top-dose activity change, negative = substrate turnover; 390,000 tested, 0.01% active; also: % is scaled to controls: 0 for no effect and ±100 for the full control effect; nearly all actives have a fitted effect of over 50% in size
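Rat TrxR1, dispensed at 90 nM, was prereduced with 400 uM NADPH (final) for 5 min at ~22 deg C, then incubated with compound 15 min before 400 uM selenite. A first-read NADPH fluorescence drop versus no-compound background flagged substrates.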
Vif-A3F inh = Vif-A3F binding inhibition | HeLa A3F-eYFP + Vif (tagged APOBEC3F with the HIV-1 protein that degrades it), YFP fluorescence increase | Potency, µM (titrated, usually from 46.1 µM), for the others: at the highest dose activity, negative = active | 390,000 tested, 0.2% active | AID 602313; also: % of control where 0% means no effect; nearly all actives have a fitted effect of over 65% in size
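HeLa cells stably expressing Vif plus C-terminally eYFP-tagged A3F were seeded, incubated overnight at 37 deg C, dosed with compound, incubated overnight again at 37 deg C. Yellow fluorescence (Ex 488/Em 500-530) reported blocked Vif-mediated A3F-eYFP degradation.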
IDH1 R132H inh = inhibitors of human mutant IDH1 R132H; O75874; IDH1-R132H enzyme, NADPH consumption, diaphorase/resazurin fluorescence; Potency, µM (highest dose often 76.6 µM), inactives show at the top dose activity change, negative = inhibition, usual class: inhibitors; 390,000 tested, 0.093% active; AID 602179; also: % is scaled to controls: 0 for no effect and ±100 for the full control effect; nearly all actives have a fitted effect of over 65% in size
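IDH1-R132H (0.5 ug/mL) preincubated 30 min with compound, then NADPH (0.016 mM) and alpha-KG (2 mM) added; 80 min at RT, pH 7.5. Remaining NADPH coupled via diaphorase/resazurin to fluorescence (540/590 nm); concentration-response curves normalized to no-enzyme control.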
TrxR1 inh = rat TrxR1 inhibition | recombinant rTrxR1, NADPH fluorescence consumption, selenite substrate | AID 588453 | 390,000 tested, 1% active | Potency, µM (doses to about 114 µM), for the others: at the top dose activity change, negative = inhibition, usual class: inhibitors; also: % is scaled to controls: 0 for no effect and ±100 for the full control effect; nearly all actives have a fitted effect of over 65% in size
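Rat TrxR1 (90 nM in the dispensed reagent) was pre-reduced with 400 uM NADPH for 5 min at room temperature, then incubated with compound for 15 min. After 400 uM selenite was added, NADPH fluorescence (Ex 340/Em 450 nm) was followed for 8 min.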
The depositor's hits bear a star; ? = inconclusive; . = no result given; & = joins results of further samples; [ ] = dose if it differs, or a comment. Calls follow the shape of the dose curve; as a rule, active = well fitted curve in the direction sought with a large enough effect; inconclusive = small, poorly fitted or top-dose-only effect, or another doubt; inactive = no such curve, though single readings can be large; an effect the other way counts as inactive or inconclusive. Potency is read from the fitted curve at half-maximal effect. The list is partial; the hit share may differ from the screen's.

SMILES	ALOX12 inh	USP1 inh	RXFP1 ag	RGS4 inh	Vif-A3G inh	TrxR1 substrate	Vif-A3F inh	IDH1 R132H inh	TrxR1 inh
O=C(Cc1ccc(Br)cc1)Nc1cccc(S(=O)(=O)N2CCCCC2)c1	5%	-23%	.	.	-6%	.	0%	8%	.
Cc1ccc2c(c1)S/C(=C/c1ccc[n+](CCO)c1)N2C	?	-21%	0.7%	-18%	?	-7%[57.1 µM]	?	0%	5%[57.1 µM]
O=[N+]([O-])c1ccc(C(c2sc3nc(-c4ccco4)nn3c2O)N2CCC3(CC2)OCCO3)cc1 (stereo not given)	?	-15%	1.0%	-19%	-4%	3%[57.1 µM]	2%	-6%	13%[57.1 µM]
O=C(C[C@H]1C/C=C\CC[C@@H](Cc2ccc(F)cc2)C(=O)OC[C@H]2CCCN2C1=O)N[C@H](CO)Cc1ccccc1	-3%	-4%	.	-7%	1%	-8%	6%	0%	-1%
COc1ccccc1C1=CC(=O)C[C@H](c2ccc(F)cc2)C1	4%	-28%	0.5%	15%	-4%	1%	6%	5%	17%
COc1ccc2c(c1)C(SCC(=O)NCc1ccccc1)CC(C)(C)O2 (stereo not given)	99%[activator]	-2%	-0.6%	-2%	-3%	-6%	-10%	2%	5%
Cn1cccc1-c1nc2ccccc2[nH]1	?	-6%	-0.9%	-9%	-4%	-18%[57.1 µM]	-3%	4%	8%[57.1 µM]
O=C(O)CC(CNS(=O)(=O)c1cccc2nsnc12)c1ccccc1 (stereo not given)	-2%	0%	0.6%	7%	-4%	-2%[57.1 µM]	-19%	-16%	0%[57.1 µM]
COc1ccc(-c2noc(N(c3cccc(Cl)c3)c3nc(-c4ccc(OC)c(OC)c4)no3)n2)cc1OC	0%	?	-0.1%	-13%	0%	3%	4%	-7%	6%
CCCCCc1c(C)nc(SCC(=O)O)[nH]c1=O	-19%	-10%	-0.5%	-12%	2%	-11%	4%	4%	-7%
N#C/C(=C\c1ccc[nH]1)S(=O)(=O)c1ccccc1	3%	-15%	-1.0%	-21%	-1%	-4%	-1%	0%	6%
CC(C)CN(CCCNC(=O)CN1C(=O)COc2ccc(S(=O)(=O)N3CCC(C)CC3)cc21)CC(C)C	15%	-28%	2.5%	16%	2%	5%	-3%	-3%	2%
CCC1(COC(=O)Nc2cccc(Cl)c2)COC1	0%	-20%	3.0%	-25%[56.9 µM]	0%	2%	0%	4%	8%
COc1ccc(C2c3[nH]c4ccccc4c3CCN2CCCn2cccn2)cc1C (stereo not given)	1%	-8%	-3.1%	13%	2%	10%	0%	0%	2%
CCn1cnc2c(NCCc3cccnc3)nc(C#N)nc21	6%	.	-0.5%	3%	7%	0%	-3%	.	3%
COC(=O)c1ccc(NC(=O)CN2CCCN(Cc3ccc(Cl)cc3)S2(=O)=O)cc1	-22%	-2%	5.0%	23%	3%	-5%[57.1 µM]	-5%	11%	1%[57.1 µM]
COc1ccc(NC(=O)c2cc([N+](=O)[O-])ccc2N2CCCC2)cc1S(N)(=O)=O	?	-8%	1.0%	33%	-3%	-3%	-6%	1%	-3%
Oc1c(C(c2ccccc2)N2CCCCC2)ccc2ccccc12 (stereo not given)	1%	-19%	.	.	-4%	.	-1%	7%	.
CCOc1ccc(-n2c(SCC(=O)N3CCCC3)nc3c([nH]c4ccccc43)c2=O)cc1	-14%	-23%	4.2%	-11%	2%	6%[57.1 µM]	-1%	-1%	31%[57.1 µM]
COc1ccc(C2C(C(=O)c3cccs3)=C(O)C(=O)N2c2cccc(C)n2)cc1 (stereo not given)	0%	-14%	?	25%	-3%	10%[57.1 µM]	-10%	-10%	26%[57.1 µM]

Retrieved by structure from the entries so far:
SMILES	ALOX12 inh	USP1 inh	RXFP1 ag	RGS4 inh	Vif-A3G inh	TrxR1 substrate	Vif-A3F inh	IDH1 R132H inh	TrxR1 inh
O=C(Cc1ccc(Br)cc1)Nc1cccc(S(=O)(=O)N2CCCCC2)c1	5%	-23%	.	.	-6%	.	0%	8%	.
Cc1ccc2c(c1)S/C(=C/c1ccc[n+](CCO)c1)N2C	?	-21%	0.7%	-18%	?	-7%[57.1 µM]	?	0%	5%[57.1 µM]
N#C/C(=C\c1ccc[nH]1)S(=O)(=O)c1ccccc1	3%	-15%	-1.0%	-21%	-1%	-4%	-1%	0%	6%
CCCCCc1c(C)nc(SCC(=O)O)[nH]c1=O	-19%	-10%	-0.5%	-12%	2%	-11%	4%	4%	-7%
CCOc1ccc(-n2c(SCC(=O)N3CCCC3)nc3c([nH]c4ccccc43)c2=O)cc1	-14%	-23%	4.2%	-11%	2%	6%[57.1 µM]	-1%	-1%	31%[57.1 µM]
Cn1cccc1-c1nc2ccccc2[nH]1	?	-6%	-0.9%	-9%	-4%	-18%[57.1 µM]	-3%	4%	8%[57.1 µM]

The results go on.
SMILES	ALOX12 inh	USP1 inh	RXFP1 ag	RGS4 inh	Vif-A3G inh	TrxR1 substrate	Vif-A3F inh	IDH1 R132H inh	TrxR1 inh
COc1cc(Cl)c(S(=O)(=O)N2CCCC2)cc1Cl	4%	-13%	-0.7%	-8%	2%	1%	-1%	4%	26%
COc1ccc(CCN2CC(C(=O)N(C)CC(=O)Nc3ccc(F)c(F)c3F)CC2=O)cc1OC (stereo not given)	24%	-12%	.	-7%	1%	-3%	-29%	3%	-1%
COc1ccccc1CNc1ncnc2c1nnn2C	-8%	-5%	0.3%	28%	-5%	-2%[57.1 µM]	5%	-11%	12%[57.1 µM]
CN(NC1OC(=O)c2ccccc21)c1ncc(C(F)(F)F)cc1Cl (stereo not given)	35%[activator]	-2%	0.0%	44%	0%	-11%	5%	1%	9%
CC1CC(C(F)(F)C(F)(F)F)n2nc(C(=O)O)cc2N1 (stereo not given)	?	-17%	-0.2%	9%	-4%	8%	2%	-2%	8%
CC(O)(C#CCN1CCCCC1)c1ccccc1 (stereo not given)	18%	-9%	-1.5%	15%	-2%	15%	-4%	16%	19%
CC(C)CCNC(=O)NC(=O)COC(=O)/C=C/c1cnc2ccccc2n1	0%	-14%	3.0%	-26%	-7%	-6%[57.1 µM]	5%	5%	10%[57.1 µM]
COc1ccc(N2CCN(CC(O)COc3ccc(C)cc3C)CC2)cc1 (stereo not given)	?	-4%&-13%	-2.0%&0.1%	0%&-16%	-1%&7%	-7%[57.1 µM]	3%&0%	1%&17%	-6%[57.1 µM]
O=C(NCc1ccccc1)c1ccc(CN(c2ccccn2)S(=O)(=O)c2ccccc2)cc1	7%	-9%	0.6%	14%	0%	9%[57.1 µM]	-1%	0%	2%[57.1 µM]
CCOC(=O)c1c(C)[nH]c(=S)c(C#N)c1-c1ccc(OC)cc1	?	-17%	6.1%	?	-2%	4%	2%	-3%	-29%
COc1cccc(-c2n[nH]c3c2C(c2ccccn2)N(C)C3=O)c1 (stereo not given)	0%	-28%	1.2%	10%	-8%	5%	-1%	11%	20%
Cc1coc2cc3oc(=O)c(CC(=O)NCc4ccccc4)c(C)c3cc12	-16%	-20%	9.5%	-12%	?	13%	-6%	-5%	21%
CCc1nccn1CCC(=O)N1CCCC(N2CCN(c3cccc(Cl)c3)CC2)C1 (stereo not given)	14%	-22%	-1.6%	20%	2%	4%	-9%	0%	19%
COc1ccc(C(=O)N2CCOC2CNC(=O)C(=O)NCCc2ccc(OC)c(OC)c2)cc1 (stereo not given)	6%	-16%	-4.8%	10%	-1%	-5%	-10%	3%	-7%
Clc1ccc(-c2nnc(SCc3nc4ccccc4[nH]3)o2)c(Cl)c1	499%[activator]	3%	-1.6%	17%	2%	-4%	-4%	2%	4%
O=C1CCCc2cc(S(=O)(=O)N3CCC(C(=O)NCc4ccccc4)CC3)ccc2N1	-2%	-3%	-1.7%	19%	11%	3%	10%	0%	24%
CC1CCCCC12NC(=O)N(CC(=O)c1ccc3c(c1)OCO3)C2=O (stereo not given)	1%	-3%	1.0%	9%	1%	-9%	6%	4%	-14%
O=C(COC(=O)COc1ccc(Cl)cc1Cl)Nc1cccnc1Cl	-13%	-8%	-0.1%	9%	2%	-13%	-18%	-4%	-13%

Part of the list above, with each value named.
CC(C)CCNC(=O)NC(=O)COC(=O)/C=C/c1cnc2ccccc2n1
  ALOX12 inh = 0%
  USP1 inh = -14%
  RXFP1 ag = 3.0%
  RGS4 inh = -26%
  Vif-A3G inh = -7%
  TrxR1 substrate = -6%[57.1 µM]
  Vif-A3F inh = 5%
  IDH1 R132H inh = 5%
  TrxR1 inh = 10%[57.1 µM]
COc1ccc(N2CCN(CC(O)COc3ccc(C)cc3C)CC2)cc1 (stereo not given)
  ALOX12 inh = ?
  USP1 inh = -4%&-13%
  RXFP1 ag = -2.0%&0.1%
  RGS4 inh = 0%&-16%
  Vif-A3G inh = -1%&7%
  TrxR1 substrate = -7%[57.1 µM]
  Vif-A3F inh = 3%&0%
  IDH1 R132H inh = 1%&17%
  TrxR1 inh = -6%[57.1 µM]
O=C(NCc1ccccc1)c1ccc(CN(c2ccccn2)S(=O)(=O)c2ccccc2)cc1
  ALOX12 inh = 7%
  USP1 inh = -9%
  RXFP1 ag = 0.6%
  RGS4 inh = 14%
  Vif-A3G inh = 0%
  TrxR1 substrate = 9%[57.1 µM]
  Vif-A3F inh = -1%
  IDH1 R132H inh = 0%
  TrxR1 inh = 2%[57.1 µM]

High-throughput results deposited in PubChem by National Center for Advancing Translational Sciences (NCATS).
